# All columns: NCI-60 one-dose screen, growth in % after 48 h at 10 µM unless noted; 100 = growth as untreated, 0 = no growth, -100 = all killed.
# UACC-62: UACC-62 melanoma; 81,000 compounds, 5.4% hits; AID 1794756
# MALME-3M: MALME-3M melanoma; 78,000 compounds, 5.8% hits
# M14: M14 melanoma; 80,000 compounds, 6.2% hits
# HOP-92: HOP-92 NSCLC cells; 71,000 compounds, 6.3% hits
# HOP-62: HOP-62 NSCLC; 80,000 compounds, 3.9% hits; AID 1794735
# A549/ATCC: A549/ATCC NSCLC | 81,000 compounds, 3.7% hits | AID 1794740
# EKVX: EKVX NSCLC; 71,000 compounds, 3% hits
# UACC-257: UACC-257 melanoma | 78,000 compounds, 4.4% hits
# Active calls of the source: *; / = not tested or not shown; [ ] = another dose, or the depositor's remark. Rule for the calls: active = growth percent below 10; inactive = the rest.
SMILES,UACC-62,MALME-3M,M14,HOP-92,HOP-62,A549/ATCC,EKVX,UACC-257
CNc1ncc2cc(-c3cc(NC(=O)NCCC(C)(C)C)c(F)cc3C)c(C)nc2n1,-7.9*,1.2*,-12*,-44*,5.3*,12,29,-10*
NC(=O)c1c(NC(=O)c2ccc3ccccc3c2)sc2c1CCC(=O)C2,42,91,37,84,100,96,86,92
COC(=O)c1cc(=O)n2[nH]c(Nc3ccccc3)c(-c3nc4ccccc4s3)c2n1,66,114,97,69,94,85,88,101
CCCc1cc2c(cc1NC(=O)C1C(C=C(C)C)C1(C)C)OCO2 (stereo not drawn),64,104,89,86,88,86,96,92
CCOC(=O)C1=C(C)N2C(=NC3=C(CCC/C3=C\c3ccc(Cl)cc3)C2c2ccc(Cl)cc2)S1 (stereo not drawn),55,77,-41*,/,88,5.1*,65,26
COc1cc2nc(SCc3n[nH]c(=S)n3C(=O)c3ccc(Br)cc3)n(-c3ccc(Cl)cc3)c(=O)c2cc1OC,89,99,95,/,98,100,96,102
O=c1ccc2nc(-c3ccccc3)nn(-c3ccccc3)c-2c1,30,-93*,51,-33*,69,74,/,-97*
Cc1ccc2[nH]c(=O)c3c(c2c1)Oc1ncn2nc(C)nc2c1C3c1ccc(Cl)cc1 (stereo not drawn),77,88,102,65,86,93,79,93
S=C(NCc1ccccc1)Nc1ccccc1,99,101,100,/,124,93,112,/
COc1cc(NS(=O)(=O)C(C)C)cc(-c2cc(-c3ccc(N4CCNCC4)cc3)cnc2N)c1,110,80,59,62,103,77,109,91
CCn1c2c(c3ccccc31)CC1CN(C3CCCCC3)C(=O)C1C2C(=O)O (stereo not drawn),93,96,103,89,102,100,95,96
CC1CC(c2ccc(N(C)C)cc2)=NN1c1nc(O)c(C2=c3ccccc3=NC2=O)s1 (stereo not drawn),82,101,100,130,104,99,101,94
O=C(CCN1CC2CCC(CC2)C1)c1cccc2ccccc12,105,104,102,103,101,113,101,118
CS(=O)(=O)NCCSc1nc(-c2ccccc2)c(C#N)c(=O)[nH]1,94,103,109,82,108,100,101,106
COc1cccc(CNCc2cccc(OC)c2O)c1O,102,86,98,74,/,103,91,106
CCCCCCNC(=O)Oc1ccc(/C(=C(\C)c2ccc(OC)cc2)c2ccc(OCCN3CCCCC3)cc2)cc1,39,35,-37*,68,72,62,74,-1.9*
CCn1cc(-c2ccnc(NCCCNS(=O)(=O)c3ccc(Br)cc3)c2)c(-c2cccc(O)c2)n1,69,67,63,66,99,60,98,80
O=C1NC(c2ccc(C(F)(F)F)cc2)N=C2C(c3ccc(Cl)cc3)=NOC12 (stereo not drawn),89,117,106,83,87,87,99,104
COc1ccc(OCC(O)CN2CCN(c3ccc(C)cc3)CC2)cc1 (stereo not drawn),100,100,99,94,110,104,113,113
CCC(C)[C@@H]1N[C@]2(C(=O)Nc3ccccc32)[C@@H](c2ccc(F)cc2)[C@@H]1C(=O)c1ccc(O)cc1 (stereo partly drawn),60,86,/,87,90,73,73,92
Brc1ccc(-c2cc(-n3nnnc3-c3ccccc3)no2)cc1,101,98,106,/,107,94,108,98
N#C/C(C(=O)Nc1ccccc1)=c1\s/c(=C\Nc2ccc(Br)cc2)c(=O)n1-c1ccccc1,103,106,102,62,85,94,92,110
C=C(C)[C@@H]1CC[C@]2(COC3CCCCO3)CC[C@]3(C)[C@H](CC[C@@H]4[C@@]5(C)C=C(C=O)C(=O)C(C)(C)[C@@H]5CC[C@]43C)[C@@H]12 (stereo partly drawn),-75*,-75*,-63*,-92*,-68*,-63*,-60*,-29*
Clc1ccc2c(Nc3ccc4oc(NCCN5CCOCC5)nc4c3)ccnc2c1,102,91,102,128,96,106,94,106
Cn1c([N+](=O)[O-])cnc1/C=C1\Oc2ccccc2C1=O,-90*,-71*,-43*,/,-10*,-31*,/,-57*

# Continued; the last three above are carried over.
SMILES,UACC-62,MALME-3M,M14,HOP-92,HOP-62,A549/ATCC,EKVX,UACC-257
C=C(C)[C@@H]1CC[C@]2(COC3CCCCO3)CC[C@]3(C)[C@H](CC[C@@H]4[C@@]5(C)C=C(C=O)C(=O)C(C)(C)[C@@H]5CC[C@]43C)[C@@H]12 (stereo partly drawn),-75*,-75*,-63*,-92*,-68*,-63*,-60*,-29*
Clc1ccc2c(Nc3ccc4oc(NCCN5CCOCC5)nc4c3)ccnc2c1,102,91,102,128,96,106,94,106
Cn1c([N+](=O)[O-])cnc1/C=C1\Oc2ccccc2C1=O,-90*,-71*,-43*,/,-10*,-31*,/,-57*
COc1cccc(NC(=O)N/C(N)=N/c2nc(-c3cccc([N+](=O)[O-])c3)cs2)c1,56,79,71,75,84,87,65,67
CCOC(=O)c1csc(C2OC(COC(=O)c3ccccc3)C(OC(=O)c3ccccc3)C2OC(=O)c2ccccc2)n1 (stereo not drawn),90,103,109,107,107,82,/,99
CCOC(=O)c1c(NCC(=O)Nc2ccccc2)sc2c1CCCC2,93,88,96,92,94,101,97,97
COc1ccc(-c2nsc3c2NC(=O)CC3c2ccc(Cl)cc2)cc1 (stereo not drawn),73,78,84,73,93,77,/,83
Cc1ccc2cccc(O)c2n1,95,103,106,/,96,109,92,118
CC1(c2ccc(Cl)cc2)SCCS1,102,118,107,119,99,95,96,102
CS(=O)(=O)c1nccc(-c2c(-c3cccc(OCCc4ccccc4)c3)nc3sccn23)n1,86,102,114,/,93,101,99,101
COc1cc(C2c3c([nH]c(=O)[nH]c3=O)Nc3ccc4ccccc4c32)cc(OC)c1OC (stereo not drawn),86,95,93,103,97,96,95,104
CC(c1ccccc1C(=O)O)c1cc(F)cc2ccccc12 (stereo not drawn),97,/,112,93,107,102,100,108
CC(=O)c1ccc2c(N)c(C(=O)Nc3ccc(C(F)(F)F)cc3)sc2n1,60,26,58,67,59,79,41,59
O=c1ccccc(-c2ccc(-c3ccco3)cc2)c1O,-42*,15,-3.0*,60,7.0*,13,12,0.2*
CC(COc1ccccc1)N(CCCl)Cc1ccccc1 (stereo not drawn),92,97,94,/,/,95,99,106
Nc1ccc(-c2ccc3nc4c(=O)[nH]nc(-c5cccc(C(F)(F)F)c5)c4n3c2)cn1,103,111,106,108,107,106,97,106
CCCN1C2CCC1/C(=C\c1ccc(Cl)cc1)C(=O)/C2=C/c1ccc(Cl)cc1,83,88,92,/,99,/,100,/
C=C1C(=O)O[C@@H]2C[C@@H](C)C(=O)C/C=C(\C)CC[C@@H]12,95[2 µM],105[2 µM],91[2 µM],113[2 µM],112[2 µM],107[2 µM],104[2 µM],91[2 µM]
Oc1ccc(Cl)cc1CN1CCOCC1,96,108,105,98,95,97,100,106
O=C1OCC2=C1C(c1cccc(Cl)c1)c1cc3c(cc1N2CCO)CCC3 (stereo not drawn),27,/,8.5*,/,21,12,39,46
CC(=O)[C@@H]1CC[C@]2(C(=O)N3CCN(C)CC3)CC[C@]3(C)[C@H](CC[C@@H]4[C@@](C)(CCC#N)[C@H](C(C)=O)CC[C@]43C)[C@@H]12,87,114,104,104,107,94,100,106
CCOC(=O)c1cccnc1Nc1ccc(NC(=O)Nc2c(Cl)cccc2Cl)cc1,77,83,85,94,85,99,92,98
CCC(CC)(CO)CO,124,102,94,122,102,104,/,106
CC(C)(O)c1ccccc1,102,106,101,109,80,98,/,100
C[N+](C)(C)CCOC(=O)c1ccc(OCc2ccccc2F)cc1,95,103,103,101,106,105,99,107
Cc1nc(=S)c2ccccc2[nH]1,98,96,91,76,82,86,72,/
CC(C)N1CCN(c2ccc(OC[C@H]3CO[C@](Cn4cncn4)(c4ccc(Cl)cc4Cl)O3)cc2)CC1,72,86,53,71,81,90,91,-28*
Cn1c(=O)c2c(nc(Sc3nc(N)cc(=O)[nH]3)n2CC(=O)Nc2ccc(S(N)(=O)=O)cc2)n(C)c1=O,97,85,96,100,96,97,93,96
# Later entries.
SMILES,UACC-62,MALME-3M,M14,HOP-92,HOP-62,A549/ATCC,EKVX,UACC-257
CCOC(=O)c1c(NC(=O)c2cc(-c3ccc(C)cc3)oc2C)sc(C)c1C,98,121,99,104,100,107,95,101
Cc1ccc2c(n1)C(=O)C(Cl)=C(Nc1ccc(C(=O)OC(C)(C)C)cc1)C2=O,87[9.25 µM],24[9.25 µM],61[9.25 µM],-55*[9.25 µM],106[9.25 µM],100[9.25 µM],76[9.25 µM],30[9.25 µM]
CCN(CC)N=Nc1ccc2c(cnn2C(=O)Nc2ccc(Cc3ccccc3)cc2)c1,17,105,35,101,72,51,53,65
Cc1ccc(/C=C2\SC(=S)N(CCC(=O)O)C2=O)cc1,95,99,108,/,106,102,99,100
CC1(CI)COC(Cc2ccccc2)(Cc2ccccc2)OC1,88,121,112,103,99,98,116,111
C[n+]1ccccc1C[n+]1ccccc1,105,118,/,101,100,107,113,112
COc1cc(/C=C2\SC(=O)N(Cc3ccc(-c4ccccc4C#N)cc3)C2=O)cc(OC)c1OC,83,93,92,86,95,98,77,95
C=CCNc1ncnc2c1cnn2C,105,115,98,/,104,113,99,118
CCCCc1nc(Cl)c(C2CC(c3ccc(S(N)(=O)=O)cc3)=NN2c2cc(Cl)cc(Cl)c2)[nH]1 (stereo not drawn),39,65,19,/,62,37,51,55
CSc1nc(Nc2cccc(NC(=O)CC#N)c2)c(C#N)c(-c2cccc([N+](=O)[O-])c2)n1,96,93,103,105,101,90,83,107
Cc1nc2nc(C)c(C)nc2nc1C,98,94,100,81,98,105,102,92
Fc1ccc2c(c1)nc(-c1nc(-c3cnccn3)n[nH]1)c1cccn12,95,99,100,93,101,106,92,101
Cc1ccc(NC(=O)N[C@@H](Cc2cc(F)cc(F)c2)C(=O)N[C@@H]2C(=O)N3CCC[C@H]3C(=O)N3CCCC[C@H]3C(=O)N[C@@H](C)C(=O)N3C[C@H](C)C[C@H]3C(=O)O[C@H]2C)cc1,26,35,34,30,30,23,28,18
CCNc1ccc(-c2nc3ccccc3n3cccc23)cc1,66,92,78,64,83,76,71,85
Cc1nc2ncc(-c3nnc(SCc4ccccc4)o3)c(=O)n2[nH]1,91,109,96,90,79,79,116,87
N#Cc1c(-c2ccccc2F)cc(-c2ccccn2)[nH]c1=O,90,103,82,92,82,106,105,112
Cc1sc2c(c1C)c(=O)nc1c(C#N)n[nH]n12,108,99,99,86,77,88,96,/
COc1cc(-c2nc(N3CCN(c4ccccc4Cl)CC3)c3ccccc3n2)cc(OC)c1OC,73,117,90,80,112,85,89,100
Cc1ccc(C(=O)O)c(=O)[nH]1,96,119,105,73,103,105,111,106
CN1CCc2cc3c(c4c2C1(C)C(=O)c1ccccc1-4)OCO3 (stereo not drawn),99,108,109,96,104,93,108,90
Cc1cc(C)c2[nH]c(O)c(N=NC(=O)c3ccc(S(N)(=O)=O)cc3)c2c1,105,118,105,103,100,98,100,99
N#Cc1c(-c2ccccc2)cc(-c2ccccc2)n(Cc2ccc(C(=O)NO)cc2)c1=O,84,81,95,85,93,104,100,91

# Not a retest: an excerpt of the list.
SMILES,UACC-62,MALME-3M,M14,HOP-92,HOP-62,A549/ATCC,EKVX,UACC-257
Cc1ccc(/C=C2\SC(=S)N(CCC(=O)O)C2=O)cc1,95,99,108,/,106,102,99,100
CC1(CI)COC(Cc2ccccc2)(Cc2ccccc2)OC1,88,121,112,103,99,98,116,111
C[n+]1ccccc1C[n+]1ccccc1,105,118,/,101,100,107,113,112
COc1cc(/C=C2\SC(=O)N(Cc3ccc(-c4ccccc4C#N)cc3)C2=O)cc(OC)c1OC,83,93,92,86,95,98,77,95
C=CCNc1ncnc2c1cnn2C,105,115,98,/,104,113,99,118
CCCCc1nc(Cl)c(C2CC(c3ccc(S(N)(=O)=O)cc3)=NN2c2cc(Cl)cc(Cl)c2)[nH]1 (stereo not drawn),39,65,19,/,62,37,51,55
CSc1nc(Nc2cccc(NC(=O)CC#N)c2)c(C#N)c(-c2cccc([N+](=O)[O-])c2)n1,96,93,103,105,101,90,83,107
Cc1nc2nc(C)c(C)nc2nc1C,98,94,100,81,98,105,102,92
Fc1ccc2c(c1)nc(-c1nc(-c3cnccn3)n[nH]1)c1cccn12,95,99,100,93,101,106,92,101
Cc1ccc(NC(=O)N[C@@H](Cc2cc(F)cc(F)c2)C(=O)N[C@@H]2C(=O)N3CCC[C@H]3C(=O)N3CCCC[C@H]3C(=O)N[C@@H](C)C(=O)N3C[C@H](C)C[C@H]3C(=O)O[C@H]2C)cc1,26,35,34,30,30,23,28,18
CCNc1ccc(-c2nc3ccccc3n3cccc23)cc1,66,92,78,64,83,76,71,85
Cc1nc2ncc(-c3nnc(SCc4ccccc4)o3)c(=O)n2[nH]1,91,109,96,90,79,79,116,87
N#Cc1c(-c2ccccc2F)cc(-c2ccccn2)[nH]c1=O,90,103,82,92,82,106,105,112
Cc1sc2c(c1C)c(=O)nc1c(C#N)n[nH]n12,108,99,99,86,77,88,96,/
COc1cc(-c2nc(N3CCN(c4ccccc4Cl)CC3)c3ccccc3n2)cc(OC)c1OC,73,117,90,80,112,85,89,100
Cc1ccc(C(=O)O)c(=O)[nH]1,96,119,105,73,103,105,111,106
CN1CCc2cc3c(c4c2C1(C)C(=O)c1ccccc1-4)OCO3 (stereo not drawn),99,108,109,96,104,93,108,90
Cc1cc(C)c2[nH]c(O)c(N=NC(=O)c3ccc(S(N)(=O)=O)cc3)c2c1,105,118,105,103,100,98,100,99
N#Cc1c(-c2ccccc2)cc(-c2ccccc2)n(Cc2ccc(C(=O)NO)cc2)c1=O,84,81,95,85,93,104,100,91

# Assay outcomes: PubChem BioAssay, NCI
